BH1578 lux ind = inducers of Vibrio cholerae quorum light production without autoinducers, primary screen, BH1578 luxS cqsA deficient, single point; actives 0.16% (n = 350,000); V. cholerae BH1578 lux reporter, luminescence, 6 h; activation, % at 18.7 µM; AID 588436, 2011; in the data active = activation mostly above about 9.7%, no sharp cut-off; inconclusive = no clear call, values can overlap the other calls; inactive = mostly below about 3.7%; note: not every result past the cut was called active; inactives centre near 0; reference of the scale not given here
DUSP3 inh = VHR1 phosphatase inhibitors, primary screen, biochemical, absorbance, uHTS. recombinant VHR phosphatase, pNPP absorbance. Dual specificity protein phosphatase 3 (Homo sapiens), P51452. inhibition, % at 13.3 µM. actives 0.52% (n = 290,000). AID 1654, 2009; in the data active = inhibition above about 50%; note: some compounds called inactive have numbers as strong as hits
Target sequence (P51452 whole entry, looked up): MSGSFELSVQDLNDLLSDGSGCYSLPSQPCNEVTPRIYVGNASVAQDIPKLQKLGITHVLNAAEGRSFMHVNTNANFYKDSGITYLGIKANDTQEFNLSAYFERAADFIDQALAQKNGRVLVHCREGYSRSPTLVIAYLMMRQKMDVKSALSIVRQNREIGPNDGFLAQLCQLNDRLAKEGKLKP
Anthrax LF prot = Bacillus anthracis LF protease inhibitors, primary screen, biochemical, multiplex microsphere, MLPCN library; Lethal factor (Bacillus anthracis), P15917; multiplex microsphere protease cleavage assay; inhibition, % at 10 µM; actives 0.12% (n = 360,000); note: plate controls were buffer without enzyme for full effect and enzyme alone for no effect
Target sequence (P15917 whole entry, looked up): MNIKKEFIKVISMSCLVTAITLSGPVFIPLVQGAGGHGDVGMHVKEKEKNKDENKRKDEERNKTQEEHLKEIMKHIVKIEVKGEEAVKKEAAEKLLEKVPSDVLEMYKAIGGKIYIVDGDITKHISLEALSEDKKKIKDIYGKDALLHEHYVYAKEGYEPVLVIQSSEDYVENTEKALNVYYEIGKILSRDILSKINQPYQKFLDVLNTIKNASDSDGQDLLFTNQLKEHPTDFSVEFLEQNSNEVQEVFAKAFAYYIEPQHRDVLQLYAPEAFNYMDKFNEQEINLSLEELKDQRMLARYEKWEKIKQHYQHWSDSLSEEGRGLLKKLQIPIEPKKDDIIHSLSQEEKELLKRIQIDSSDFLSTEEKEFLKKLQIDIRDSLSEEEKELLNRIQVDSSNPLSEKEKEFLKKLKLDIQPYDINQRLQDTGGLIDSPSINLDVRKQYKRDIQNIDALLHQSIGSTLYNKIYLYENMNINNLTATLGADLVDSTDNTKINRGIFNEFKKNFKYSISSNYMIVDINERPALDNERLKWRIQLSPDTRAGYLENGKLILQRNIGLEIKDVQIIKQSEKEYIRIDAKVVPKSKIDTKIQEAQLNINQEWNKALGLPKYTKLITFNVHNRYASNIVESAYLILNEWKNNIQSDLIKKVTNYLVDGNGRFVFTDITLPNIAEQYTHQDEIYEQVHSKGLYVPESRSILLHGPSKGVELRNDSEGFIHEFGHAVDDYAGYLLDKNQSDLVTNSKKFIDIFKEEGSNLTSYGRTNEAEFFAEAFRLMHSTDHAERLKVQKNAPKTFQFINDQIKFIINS
BoNT-A LC inh2 = BoNT/A light chain protease inhibitors, primary screen, biochemical, flow cytometry, MLPCN library. Botulinum neurotoxin type A light chain protease (Clostridium botulinum A str. ATCC 3502). multiplex microsphere protease substrate cleavage. inhibition, % at 10 µM. actives 0.17% (n = 360,000). AID 588499, 2011; note: plate controls were buffer without enzyme for full effect and enzyme alone for no effect
PfHsp40 rescue = rescue of yeast from PfHsp40 toxicity, primary screen, S. cerevisiae, ATP luminescence; S. cerevisiae expressing PfHsp40, growth rescue; growth rescue, % at 12.5 µM; actives 0.68% (n = 340,000); AID 504582, 2011; in the data active = growth rescue above about 28%, passing the limit was not always enough; inconclusive = no clear call, values can overlap the other calls;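 note: yeast W303a lacking pdr1 and pdr3 grown in galactose medium; growth measured after three days at 30 °C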
CCHFV vOTU inh = CCHFV vOTU protease inhibitors, primary screen, biochemical, Pep-AMC substrate, fluorescence | inhibition, % at 11.5 µM | actives 0.55% (n = 370,000) | AID 651958, 2012; in the data active = inhibition above about 30%; note: 0% = vehicle wells with enzyme and 100% = no enzyme wells
Yp Topo-I inh = Yersinia pestis topoisomerase I inhibitors, primary screen, biochemical, cleavage product accumulation, plate reader, single point. DNA topoisomerase I (Yersinia pestis CO92). Y. pestis Topo-I cleavage product accumulation. activity, % at 10 µM. actives 0.064% (n = 360,000). AID 504884, 2011; in the data active = activity above about 50%, passing the limit was not always enough; inconclusive = no clear call, values can overlap the other calls; note: inactives centre near 2
TcdB GH inh = TcdB glycohydrolase inhibitors, primary screen, biochemical, single point, plate reader. inhibition, % at 9.99 µM. TcdB glycohydrolase enzymatic assay. actives 0.24% (n = 350,000). Toxin B (Clostridioides difficile), P18177. AID 652162, 2013; in the data active = inhibition above about 10%
SARS 3CLpro inh = SARS-CoV 3CLpro protease inhibitors, primary screen, biochemical, quenched FRET; recombinant SARS-CoV 3CLpro, quenched FRET peptide cleavage; actives 0.14% (n = 290,000); Replicase polyprotein 1ab (Severe acute respiratory syndrome coronavirus), P0C6X7; inhibition, % at 6 µM; in the data active = inhibition above about 12%
SSB-PriA inh = inhibitors of Klebsiella pneumoniae PriA binding to SSB C-terminal tail, primary screen, biochemical, AlphaScreen; AlphaScreen SSBct-PriA binding, biotinylated peptide; actives 0.6% (n = 430,000); PriA–SSB C-terminal tail interaction (Klebsiella pneumoniae); inhibition, % at 33 µM; AID 1272365, 2023; in the data active = inhibition mostly above about 37%, no sharp cut-off; inactive = mostly below about 20%;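 note: plate controls were negative control peptide for no effect and reference peptide for full effect; strong numbers were not always called active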
Numbers without * were called inactive; i = inactive; ? = inconclusive; · = no result given; & = joins results of further samples. Cut-off read from the data, not from the text of the source, unless noted: active = inhibition above about 30%; inconclusive = no clear call, values can overlap the other calls; inactive = below that. An excerpt; count on the stated rates, not on these rows.

SMILES	BH1578 lux ind	DUSP3 inh	Anthrax LF prot	BoNT-A LC inh2	PfHsp40 rescue	CCHFV vOTU inh	Yp Topo-I inh	TcdB GH inh	SARS 3CLpro inh	SSB-PriA inh
CSCC[C@H](NC(=O)[C@@H]1Cc2ccccc2CN1)C(=O)Nc1ccc2c(c1)OCO2	-0.2	-57	-5	3.7	-0.5	0	-6	1.8	-5	-1
O=C1CC(N2CCN(c3ccccc3)CC2)C(=O)N1c1ccc2c(c1)OCCO2 (stereo unspecified)	-14	18	-5	0.7	0.3	11	-4	·	3	-3
O=C(CN1c2cccc3cccc(c23)S1(=O)=O)NCc1ccc2c(c1)OCO2	-5.0	8	3	0.2	-0.9	-1	3	1.9	-5	-17
Cc1ccc2c(c1)N(C(C)C(=O)NCCc1ccccc1)C(=O)CO2 (stereo unspecified)	i	14	-1	?	-0.9	0	8	1.3	-1	-10
O=C(c1cccc(C(F)(F)F)c1)N1CCc2c([nH]c3ccccc23)C1C(F)(F)F (stereo unspecified)	i	18	-5	-5.6	7.3	5	6	1.2	6	1
CCN(CC(=O)Nc1ccccc1OC)C(=O)c1ccc2[nH]c3c(c2c1)CC(C)CC3 (stereo unspecified)	i	·	-7	-0.9	2.2	14	20	2.6	·	0
Cc1cc(C)nc(N2CCCC(C(=O)NCc3cccs3)C2)n1 (stereo unspecified)	-0.1	-8	-4	3.4	0.1	12	-12	-1.7	-1	-2
Cc1ccc(S(=O)(=O)Nc2n[nH]nc2C(=O)NC2CCCCC2)cc1	0.3	22	-2	0.0	-0.9	2	9	0.3	-2	-6
O=c1c2ccccc2oc2ccc(NCCCn3ccnc3)cc12	i	41	1	0.1	0.5	3	4	2.0	-7	20
CCOC(=O)c1c(S(=O)(=O)NCC(=O)Nc2ccccc2F)c(C)n(C)c1C	i	2	4	1.6	-0.2	-3	-1	3.1	-3	6
CCN(CC)c1ccc(/C=N/NC(=O)c2ccoc2C)c(O)c1	-0.3	21	-11	-0.4	-0.9	2	-7	-0.4	0	·
Cc1ccc(-c2ccc(=O)[nH]n2)cc1	i	22	1	-2.2	-0.2	14	3	·	-5	-4
Nc1ccc(O)c2c1C(=O)c1ccccc1C2=O	-0.3	4	-10	1.4	3.8	4	11	1.1	3	35
Cc1ccc(S(=O)(=O)N2CCC(C(=O)Nc3ccc(C(C)C)cc3)CC2)cc1	-1.4	·	-4	3.1	1.2	-5	11	-0.3	·	-12
O=C(CSc1nc(-c2ccccc2)cc(=O)[nH]1)Nc1ccccc1	-0.2	-2	-19	-1.1	-0.6	-9	7	-0.5	0	-20
CC1(C)CC(=O)C(C=NCC(N)=O)=C(O)C1	-0.6	5	-2	-0.6	-1.1	-4	4	0.5	0	-3
COc1ccc(/C(N)=N/OC(=O)CCc2ccccc2)cc1	-0.3	-13	-10	-0.2	-0.3	-7	6	0.8	0	·
CCOC(=O)c1cnn(-c2cc(C)cc(C)c2)c1N	-0.1	22	-4	0.1	3.4	-18	3	0.2	-4	-9
CC(CNC(=O)C(=O)NC(C)CCc1ccccc1)Cc1ccccc1 (stereo unspecified)	i	30	1	0.2	0.6	-17	7	-0.2	1	-21
CNc1cnn(-c2ccc(C)cc2)c(=O)c1Cl	i	41	-1	-0.4	3.9	-4	-3	·	3	-4
Cc1ccc(CN2CCN(Cc3ccc4cc(F)ccc4n3)CC2CCO)o1 (stereo unspecified)	-3.3	11	2	0.6	0.3	-8	3	0.9	0	8
Cc1cccc(NC(=O)COc2ccc3c(c2)CCC3)n1	2.0	·	-5	4.3	0.2	-1	3	1.2	·	-33
COc1ccc2c(c1)C(=O)CC(c1ccccc1)O2 (stereo unspecified)	i	·	-7	-0.5	-1.0	-18	13	0.2	·	-12
COc1ccc(C(=O)C2CCCN(Cc3cccn3-c3ccccn3)C2)c(C)c1 (stereo unspecified)	-0.7	12	-2	0.2	·	-7	-1	0.4	2	1
Cc1cccc(N(CC(=O)NC(C)(C)C)C(=O)CCC(=O)Nc2ccccn2)c1	1.5	31	-21	-2.2	-0.5	6	10	-2.3	-6	-11
CC(=O)Nc1ccc(S(=O)(=O)NCCC(=O)OCc2ccccc2F)cc1	i	·	13	-1.9	0.5	-3	-1	-0.4	·	-4
NC(=O)NCCCC(=O)O	-0.2	·	2	0.6	1.0	10	-2	1.0	·	4&-9
CC(C)Oc1ccc(F)cc1-c1cc(C(=O)NCc2cc(C(F)(F)F)cc(C(F)(F)F)c2)[nH]n1	1.3	·	-2	-1.0	·	21	0	0.7	·	·
COc1ccc(OC)c(S(=O)(=O)N2CCC(C(=O)N3CCOCC3)CC2)c1	i	11	-7	-0.3	-1.1	-3	2	1.8	0	-14
O=C(COc1ccc(Cl)cc1)N1CCN(S(=O)(=O)c2ccccc2)CC1	i	33	0	-0.2	-1.0	-8	28	·	-1	-13
CC(C)(C)NC(=O)CN1CCC(O)(c2ccccc2)CC1	-0.6	3	-4	-0.5	-2.3	10	6	0.4	0	-1
CCC(CO)Oc1cc(NC(=O)c2cccc(F)c2)c2ncn(C(C)C)c2c1 (stereo unspecified)	-0.5	·	-1	0.5	20	5	10	1.4	·	-7
CCN(CCCNC(=O)COc1cc(=O)n(CC)c2ccccc12)c1ccccc1	i	31	-3	?	0.2	2	19	·	1	2
CCc1nnc(NC(=O)CSc2nnc(C)n2-c2ccc(C)cc2)s1	i	36	-2	-0.5	-0.8	-5	-6	·	0	0
COc1ccc(C(=O)c2cc(OC)c(OC)c(OC)c2)cc1OC	-0.7	·	0	-0.5	0.5	23	11	1.2	·	-4
COc1ccc(N(CC(=O)Nc2cccc(C)c2C)S(=O)(=O)c2c(C)n[nH]c2C)cc1	-1.8	30	-1	?	0.7	-3	12	·	0	1
O=C(NNC(=O)c1sccc1-n1cccc1)Nc1ccc(F)cc1	i	17	-1	-0.2	-0.5	5	0	-2.8	2	-10
CC1=C(C(=O)OC2CCCCC2)C(c2ccccc2Br)NC(=O)N1 (stereo unspecified)	i	-12	-8	-1.1	0.0	0	-6	1.5	4	-4
O=C(COC(=O)/C=C/c1ccccc1Cl)NCC1CCCO1 (stereo unspecified)	7.7	·	-7	-0.8	-0.7	16	-2	0.5	·	2
CCCn1c(N)c(Sc2ccc([N+](=O)[O-])cc2)c(=O)n(CCC)c1=O	i	18	-1	-0.9	-0.2	1	-5	-0.8	2	-14
O=C(c1ccccc1Cl)N1CCc2ccccc2C1	-0.7	4	-2	-5.2	-0.3	13	9	0.4	-5	-1
Cc1ccc(NC(=O)Cn2nc(C)c3ccccc3c2=O)cc1F	-7.1	9	2	-0.4	1.1	9	1	·	4	-5
CCOC(=O)c1oc2nc(C)c3c(c2c1N)CC(C)(C)OC3	2.9	0	2	0.8	-0.9	-14	1	·	3	0
COc1ccc(-c2c(C)oc3c(CN4CCCCC4C)c(O)ccc3c2=O)cc1OC (stereo unspecified)	-0.2	11	-6	-0.2	0.0	-51	-5	-0.8	2	-4
Oc1oc(-c2ccccc2)nc1/C=N/c1nccs1	2.5	3	-2	-0.1	-0.9	10	1	1.1	5	·
O=C(c1ccc(CS(=O)(=O)c2ccc(Br)cc2)o1)N1CCCCCC1	-0.4	21	-4	0.9	0.4	1	-4	-10	3	-10
Cc1ccc(CN2CCNC(=O)C2CC(=O)NCCCn2cccn2)o1 (stereo unspecified)	-0.3	3	-2	-0.3	0.4	2	-1	0.4	0	-15
O=C(CCn1c(=S)[nH]c2cc3c(cc2c1=O)OCO3)NCCc1ccccc1Cl	-0.6	·	2	0.5	·	-1	2	0.8	·	·
Cc1nc2ccc([N+](=O)[O-])cc2c(=O)n1Cc1ccc([N+](=O)[O-])cc1	-1.3	-2	-3	0.5	2.4	10	-6	0.8	-2	1
COc1ccccc1NCC(=O)N1CCN(S(=O)(=O)c2ccccc2)CC1	1.2	·	32*	-8.0	0.3	1	-3	0.0	·	4
CCCCN(C(=O)CSc1nnnn1-c1ccccc1OC)C1CCS(=O)(=O)C1 (stereo unspecified)	i	·	?	-1.7	-0.3	2	0	0.1	·	-8
COc1ccc2nc(/N=C/c3c(C)[nH]n(-c4ccc(C)cc4C)c3=O)sc2c1	-1.0	0	-1	-0.8	-0.7	6	0	-1.7	7	·
CN(C)C(=O)C(CCN1CCC(O)(c2ccc(Cl)cc2)CC1)(c1ccccc1)c1ccccc1	i	5	0	-1.5	0.4	2	8	-0.7	-4	7
COC(=O)c1ccc(OC)cc1OCC(=O)N1CCN(c2ccc(F)cc2)CC1	-6.7	20	0	-0.4	0.6	-1	12	·	0	-9
CCOC(=O)c1ccc(CNC(=O)CSc2nnnn2-c2ccc(Cl)cc2)o1	-0.6	34	1	-0.1	2.2	9	11	·	-3	-2
O=C(Nc1ccc2c(c1)OCO2)c1cccs1	i	-10	0	1.7	-0.1	9	0	·	7	-13
CCOC(=O)N1CCC(NC(=O)c2ccc3c(c2)N(C)CCS3)CC1	-0.3	-14	5	1.3	0.8	-121	-14	·	-5	-1
CCCC(=O)Nc1ccc(C(=O)NNC(=S)NC(=O)c2ccc(Br)o2)cc1	-0.4	24	0	1.4	-1.8	-10	5	1.2	-2	-7
Cc1ccc(SC(C)C(=O)N2CCC(C(N)=O)CC2)cc1 (stereo unspecified)	2.8	0	-3	0.6	0.9	-13	1	1.5	4	1
Cc1cc(NC(=O)CCSc2nc(-c3ccco3)cc(C(F)(F)F)n2)n(-c2ccccc2)n1	·	27	0	0.1	3.0	17	20	0.5	-1	-1

Some of the entries above in another layout.
Every second line gives: BH1578 lux ind | DUSP3 inh | Anthrax LF prot | BoNT-A LC inh2 | PfHsp40 rescue | CCHFV vOTU inh | Yp Topo-I inh | TcdB GH inh | SARS 3CLpro inh | SSB-PriA inh
Cc1ccc(CN2CCNC(=O)C2CC(=O)NCCCn2cccn2)o1 (stereo unspecified)
→ -0.3 | 3 | -2 | -0.3 | 0.4 | 2 | -1 | 0.4 | 0 | -15
O=C(CCn1c(=S)[nH]c2cc3c(cc2c1=O)OCO3)NCCc1ccccc1Cl
→ -0.6 | · | 2 | 0.5 | · | -1 | 2 | 0.8 | · | ·
Cc1nc2ccc([N+](=O)[O-])cc2c(=O)n1Cc1ccc([N+](=O)[O-])cc1
→ -1.3 | -2 | -3 | 0.5 | 2.4 | 10 | -6 | 0.8 | -2 | 1
COc1ccccc1NCC(=O)N1CCN(S(=O)(=O)c2ccccc2)CC1
→ 1.2 | · | 32* | -8.0 | 0.3 | 1 | -3 | 0.0 | · | 4

The list goes on:
SMILES	BH1578 lux ind	DUSP3 inh	Anthrax LF prot	BoNT-A LC inh2	PfHsp40 rescue	CCHFV vOTU inh	Yp Topo-I inh	TcdB GH inh	SARS 3CLpro inh	SSB-PriA inh
COc1ccc(C(=O)Nc2cc(OC)cc3cccnc23)cc1	i	5	7	-1.0	0.4	0	1	0.8	6	-10
COc1ccccc1S(=O)(=O)n1cc(Cc2ccccc2)c(N)n1	-2.8	-18	3	2.3	0.2	-10	-1	·	-3	3
O=C1c2ccccc2NC(c2cccc(F)c2)N1Cc1ccccc1 (stereo unspecified)	-1.5	5	-12	-2.3	0.3	-81	-2	1.7	6	-11
COc1ccc(CNC(=O)/C=C/C(=O)O)cc1	i	-1	-14	?	0.2	-7	0	0.5	-3	-10
Cc1ccccc1-c1cc2nc(NCCCN(C)C)n(C)c(=O)c2s1	i	·	-7	0.3	·	-10	-10	0.9	·	·

Screening data as filed in PubChem BioAssay.
